# U2OS ROS induce = cancer cell ROS induction. U2OS ROS induction, H2DCF-DA fluorescence. ROS induction (% of piperlongumine), % at 10 µM. hit rate 2% among 46,000. AID 624156; in the data active means ROS induction above about 79%, passing the limit was not always enough; inconclusive means no clear call, values can overlap the other calls;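 further: 0% = DMSO vehicle median and 100% = reference compound median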
# * hit, by the source's call; ? = inconclusive. Not all compounds are listed. The share of hits here may be higher or lower than overall.
No.	compound	U2OS ROS induce
1	CC(C)NC(=O)N(C)C[C@@H]1Oc2ccc(NS(=O)(=O)c3cn(C)cn3)cc2C(=O)N([C@@H](C)CO)C[C@@H]1C	0
2	COC(=O)[C@]1(CCC(=O)OC(C)(C)C)N=C(c2ccc(OCCCO)cc2)O[C@@H]1c1ccccc1N=[N+]=[N-]	41
3	C[C@@H]1CCCCO[C@H](CN(C)C)[C@@H](C)CN([C@H](C)CO)C(=O)c2cc(NC(=O)c3ccncc3)ccc2O1	-5
4	C[C@H](CO)N1C[C@H](C)[C@H](CN(C)S(=O)(=O)c2cccs2)Oc2ccc(NC(=O)Cn3cnnn3)cc2CC1=O	-2
5	CCCc1ccc(OCC(O)CN2CC(C)OC(C)C2)cc1 (stereo unspecified)	5
6	O=S(=O)(NCCC12CC3CC(CC(C3)C1)C2)c1cccc2nsnc12	44
7	O=C(/C=C/c1ccccc1)N1CCN(Cc2ccccc2)CC1	-8
8	C[C@@H]1CCCCO[C@H](CN(C)C(=O)Nc2cccc3ccccc23)[C@@H](C)CN([C@H](C)CO)C(=O)c2cc(NC(=O)CCC(F)(F)F)ccc2O1	35
9	C[C@@H]1CN([C@@H](C)CO)C(=O)Cc2cc(NS(C)(=O)=O)ccc2O[C@@H]1CN(C)CC1CC1	-7
10	Nc1cc(=O)nc(SCC(=O)Nc2ccc(Cl)cn2)n1-c1ccccc1	-17
11	O=C(COc1ccc2ccccc2c1Br)Nc1cccnc1	4
12	CC(=O)NN1C(=O)c2cccc3c(N(C)C)ccc(c23)C1=O	-11
13	CC(C)NC(=O)Nc1ccc2c(c1)C(=O)N([C@@H](C)CO)C[C@@H](C)[C@@H](CN(C)C(=O)Nc1cccc3ccccc13)O2	-7
14	C[C@@H]1CCCCO[C@H](CN(C)C(=O)c2ccncc2)[C@@H](C)CN([C@H](C)CO)C(=O)c2cc(NS(=O)(=O)c3ccc(F)cc3)ccc2O1	-2
15	C=CCOc1ccc2c3c(c(=O)oc2c1)CCC3	-1
16	Cc1ccc(-n2nc3cc(C)c(NC(=O)COc4cccc(C)c4)cc3n2)cc1	-8
17	Cc1ccc(S(=O)(=O)Nc2ccc3c(c2)CC(=O)N([C@H](C)CO)C[C@@H](C)[C@@H](CN(C)S(=O)(=O)c2ccc(F)cc2)O3)cc1	10
18	C[C@@H]1CN([C@@H](C)CO)C(=O)c2cccc(NS(=O)(=O)c3cccs3)c2O[C@H]1CN(C)C(=O)Nc1cccc2ccccc12	-5
19	Cc1ccc(S(=O)(=O)/C(C#N)=C/Nc2cc(C(F)(F)F)cc(C(F)(F)F)c2)cc1	3
20	Cc1noc(C)c1NC(=O)N(C)C[C@@H]1Oc2ccc(NS(=O)(=O)c3c(C)noc3C)cc2CC(=O)N([C@H](C)CO)C[C@H]1C	-8
21	O=c1c2c3c(sc2[nH]c(=S)n1Cc1ccccc1)CCCCC3	-5
22	N#Cc1ccc(/C=C/C(=O)NCc2ccccc2)cc1	6
23	O=S(=O)(/N=C(\Nc1ccccc1)c1ccccc1)c1ccc(Br)cc1	-9
24	Cc1ccccc1/C=N/NC(=O)CCCCCCC(=O)Nc1ccccc1O	21
25	C[C@@H]1CN([C@H](C)CO)C(=O)CCCn2cc(nn2)CO[C@H]1CN(C)S(=O)(=O)c1ccccc1C#N	14
26	Cc1nn(C(=O)c2ccc(Cl)cc2)c(C)c1Sc1nnc(C(F)(F)F)n1C	-4
27	C[C@@H]1CCCCO[C@@H](CN(C)Cc2ccc(Cl)c(Cl)c2)[C@@H](C)CN([C@H](C)CO)C(=O)c2cc(NC(=O)Nc3ccc(C(F)(F)F)cc3)ccc2O1	9
28	Cc1cc2c(cc1C)C(=O)C(c1ccccc1)=C(NCc1ccccc1)C2=O	20
29	COCCNC(=O)c1c(NC(=O)c2nc(SC)ncc2Cl)sc2c1CCCC2	-1
30	CNC[C@H]1Oc2ccc(NC(=O)CCN3CCOCC3)cc2C(=O)N([C@@H](C)CO)C[C@H]1C	9
31	Cc1cc(=O)n2c3ccccc3n(CC(O)CN3CCN(CCO)CC3)c2c1C#N (stereo unspecified)	?
32	CNC[C@@H]1Oc2ccc(NS(=O)(=O)c3ccccc3)cc2C(=O)N([C@@H](C)CO)C[C@H]1C	0
33	COc1cc(NC(=O)COc2cc(C)cc(C)c2C)c(OC)cc1Cl	-14
34	COC(=O)CN1c2ccccc2NC2=C(C(=O)CC(C)(C)C2)C1c1ccc(OC)cc1 (stereo unspecified)	-5
35	COc1ccccc1C(=O)Nc1ccc(CC#N)cc1	2
36	C[C@H]1CN([C@@H](C)CO)C(=O)c2cc(NC(=O)CCN3CCOCC3)ccc2O[C@H]1CN(C)C(=O)Nc1ccc(C(F)(F)F)cc1	0
37	C[C@H]1CN([C@@H](C)CO)C(=O)c2cccc(NC(=O)C3CC3)c2O[C@H]1CN(C)C(=O)Nc1ccc(F)cc1	-8
38	C[C@@H]1CN([C@@H](C)CO)C(=O)Cc2cc(NC(=O)c3ccncc3)ccc2O[C@@H]1CN(C)C(=O)Nc1ccc(F)cc1	10
39	CCc1nc(SCC(=O)Nc2ccnc3ccccc23)n[nH]1	37
40	C[C@@H]1CN([C@@H](C)CO)C(=O)c2cccc(NC(=O)Nc3ccc(C(F)(F)F)cc3)c2O[C@H]1CN(C)S(=O)(=O)c1cccs1	8
41	C[C@@H]1CN([C@@H](C)CO)C(=O)c2cccc(NC(=O)C3CC3)c2O[C@@H]1CN(C)C(=O)Nc1ccccc1	-10
42	COc1ccccc1NC(=O)Cn1cnc2sc3c(c2c1=O)CCC(C)C3 (stereo unspecified)	-20
43	Cc1noc(C)c1NC(=O)Nc1ccc2c(c1)CC(=O)N([C@H](C)CO)C[C@@H](C)[C@H](CN(C)C(=O)Nc1ccc3c(c1)OCO3)O2	-3
44	COc1ccc(S(=O)(=O)Nc2cccc3c2O[C@@H](CN(C)C(=O)Nc2ccc(C(F)(F)F)cc2)[C@H](C)CN([C@@H](C)CO)C3=O)cc1	56
45	C[C@H]1CN([C@@H](C)CO)C(=O)c2cccc(NC(=O)c3ccncc3)c2O[C@@H]1CN(C)Cc1ccccc1	17
46	Cc1ccnc(NC(c2cc(C)ccc2C)c2ccc3ccc(C)nc3c2O)c1 (stereo unspecified)	-12
47	CC(C)(C)Nc1nc(C(=O)O)nc(N2CCOCC2)n1	-9
48	Cc1cc(C)cc(NC(=O)CN(c2cc([N+](=O)[O-])ccc2C)S(C)(=O)=O)c1	-15
49	O=C1C(Oc2ccccc2)C(c2ccc3c(c2)OCO3)N1C1CCCC1 (stereo unspecified)	6
50	Cc1noc(C)c1NC(=O)N(C)C[C@H]1OCCCC[C@@H](C)Oc2ccc(NS(=O)(=O)c3cccs3)cc2C(=O)N([C@H](C)CO)C[C@@H]1C	-3
51	O=C(CN1C(C(=O)c2ccccc2)C(=O)c2ccccc2S1(=O)=O)c1ccccc1 (stereo unspecified)	-17
52	C[C@@H]1CN([C@@H](C)CO)C(=O)Cc2cc(NC(=O)CCC(F)(F)F)ccc2O[C@@H]1CN(C)S(=O)(=O)c1ccc(F)cc1	-4
53	O=C(NCCc1ccsc1)c1cc2c(s1)-c1ccccc1OC2	13
54	COc1ccc(NC(=O)O[C@H]2[C@@H]3OC(=O)[C@H](Cc4ccccc4)C/C=C/C[C@@H](Cc4ccccc4)C(=O)O[C@H]3[C@@H](OC)O[C@@H]2CO)cc1	36
55	C[C@@H]1CN([C@@H](C)CO)C(=O)c2cccc(NS(C)(=O)=O)c2O[C@@H]1CN(C)CC1CCCCC1	-1
56	C[C@H]1CN([C@@H](C)CO)C(=O)Cc2cc(NC(=O)c3ccncc3)ccc2O[C@H]1CN(C)Cc1ccc(C(=O)O)cc1	-2
57	C[C@@H]1CN([C@@H](C)CO)C(=O)Cc2cc(NC(=O)Nc3ccccc3)ccc2O[C@@H]1CN(C)Cc1ccc(C(F)(F)F)cc1	8
58	Cc1nc2ccccn2c1-c1ccnc(SCC(=O)c2cccc(C(F)(F)F)c2)n1	26
59	COc1ccc(NC(=O)Cn2cc(C(=O)C(C)C)c3ccccc32)cc1	-3
60	Cc1ccc(S(=O)(=O)Nc2ccc3c(c2)C(=O)N([C@@H](C)CO)C[C@@H](C)[C@@H](CN(C)Cc2ccc(C(=O)Nc4ccccc4N)cc2)O3)cc1	48

# Continued:
No.	compound	U2OS ROS induce
61	COc1ccccc1NC(=O)c1c(C)nc(Nc2nc3ccccc3o2)nc1C	-6
62	C[C@H](CO)N1C[C@H](C)[C@H](CN(C)S(=O)(=O)c2ccccc2)Oc2c(NC(=O)C3CCOCC3)cccc2C1=O	-3
63	COc1cccc(C(=O)NCCc2csc3nc(-c4ccc(C)cc4)nn23)c1OC	-11
64	Cc1ccc(NC(=O)CSc2nnc(-c3cccs3)n2C)cc1Cl	-19
65	CC(NC(=O)c1ccccc1C(=O)O)C12CC3CC(CC(C3)C1)C2 (stereo unspecified)	4
66	C[C@H](CO)N1C[C@H](C)[C@H](CN(C)S(=O)(=O)c2ccc(Cl)cc2)Oc2ccc(NS(=O)(=O)c3ccc(Cl)cc3)cc2C1=O	14
67	COc1ccc(CN(C)C[C@@H]2Oc3ccc(NS(=O)(=O)c4cn(C)cn4)cc3CC(=O)N([C@H](C)CO)C[C@@H]2C)cc1	-19
68	COc1cccc(-c2cnc3c(c2)C(=O)N([C@H](C)CO)C[C@H](C)[C@H](CN(C)S(=O)(=O)c2cn(C)cn2)O3)c1	-6
69	CC(=O)NC1CC(C)(C)NC(C)(C)C1	-8
70	CC(C)NC(=O)Nc1ccc2c(c1)C(=O)N([C@@H](C)CO)C[C@H](C)[C@@H](CN(C)Cc1ccccc1)O2	-10
71	Cc1ccc(NC(=O)CSc2nnc(-c3cccc4ccccc34)n2-c2ccccc2)c(C)c1	15
72	COc1ccc([Si](C)(C)[C@H]2[C@H](CCn3cc([C@H](O)c4ccccc4)nn3)O[C@@]3(C(=O)N(Cc4cccc(N5CCOC5=O)c4)c4ccccc43)[C@@H]2C)cc1	61
73	CN(C)/C=C/C(=O)c1ccc2c(c1)CCC(C)(C)O2	-21
74	Cc1nc2ccccc2n1CC(O)COc1ccccc1Cl (stereo unspecified)	6
75	C[C@H](CO)N1C[C@H](C)[C@@H](CN(C)S(=O)(=O)c2ccc(Cl)cc2)Oc2c(NC(=O)Nc3ccc(C(F)(F)F)cc3)cccc2C1=O	7
76	CCn1c(SCC(=O)Nc2cc(Cl)ccc2Cl)nnc1-c1ccccc1OC	-2
77	COc1ccc(CN(C)C[C@H]2Oc3c(NC(=O)Nc4c(C)noc4C)cccc3C(=O)N([C@H](C)CO)C[C@@H]2C)cc1	-4
78	COc1cccc(-n2nnc3c(=O)n(CC(=O)c4ccc(Cl)cc4)cnc32)c1	2
79	COc1cc(C(=O)NC(=S)Nc2cccc(-c3nc4ncccc4o3)c2C)cc(OC)c1OC	35
80	COc1cccc(C(=O)/C=c2\[nH]c(=O)/c(=C\c3cccs3)s2)c1	1
81	O=C(CN1C(=O)c2ccccc2C1=O)Nc1ccc(S(=O)(=O)N2CCCCCC2)cc1	-11
82	C[C@@H]1CCCCO[C@@H](CN(C)Cc2ccc(Cl)c(Cl)c2)[C@@H](C)CN([C@H](C)CO)C(=O)c2cc(NC(=O)Nc3ccc(F)cc3)ccc2O1	21
83	CCCCN(Cc1cc2cccc(C)c2[nH]c1=O)S(=O)(=O)c1ccccc1	33
84	C[C@H](CO)N1C[C@H](C)[C@H](CN(C)Cc2ccc(F)cc2)Oc2ncc(Br)cc2C1=O	-8

# 6 structures out of the list, ordered by SMILES length, descending:
No.	compound	U2OS ROS induce
14	C[C@@H]1CCCCO[C@H](CN(C)C(=O)c2ccncc2)[C@@H](C)CN([C@H](C)CO)C(=O)c2cc(NS(=O)(=O)c3ccc(F)cc3)ccc2O1	-2
18	C[C@@H]1CN([C@@H](C)CO)C(=O)c2cccc(NS(=O)(=O)c3cccs3)c2O[C@H]1CN(C)C(=O)Nc1cccc2ccccc12	-5
84	C[C@H](CO)N1C[C@H](C)[C@H](CN(C)Cc2ccc(F)cc2)Oc2ncc(Br)cc2C1=O	-8
83	CCCCN(Cc1cc2cccc(C)c2[nH]c1=O)S(=O)(=O)c1ccccc1	33
65	CC(NC(=O)c1ccccc1C(=O)O)C12CC3CC(CC(C3)C1)C2 (stereo unspecified)	4
64	Cc1ccc(NC(=O)CSc2nnc(-c3cccs3)n2C)cc1Cl	-19

# The results go on:
No.	compound	U2OS ROS induce
85	CCOC(=O)c1oc2c(CN3CCN(C)CC3)c(O)ccc2c(=O)c1-c1ccc(OC)cc1	33
86	CC(=O)Nc1ccc(S(=O)(=O)NC(C)C)cc1	-7
87	CC[n+]1ccccc1/C=C/N(C(C)=O)c1ccccc1	-14
88	C[C@@H]1CCCCO[C@H](CN(C)C(=O)c2ccccc2)[C@@H](C)CN([C@H](C)CO)C(=O)c2cc(NS(=O)(=O)c3cn(C)cn3)ccc2O1	0
89	C[C@H]1CN([C@@H](C)CO)C(=O)c2cc(NC(=O)Cc3ccccc3)ccc2O[C@H]1CN(C)Cc1ccc2c(c1)OCO2	0
90	CCc1cc(=O)oc2c(C)c3occ(-c4ccc(Cl)cc4)c3cc12	14
91	CCCN(C)C[C@H]1OCc2cnnn2CCCC(=O)N([C@@H](C)CO)C[C@H]1C	1
92	CC(C)N1C(=O)S/C(=C/c2ccc(Sc3nc4ccccc4[nH]3)o2)C1=O	45
93	CC(=O)c1cccc(NC(=O)CSc2ncnc3sc(C)c(C)c23)c1	-4
94	C[C@H](CO)N1C[C@H](C)[C@H](CN(C)C(=O)Nc2cccc3ccccc23)Oc2ccc(NS(=O)(=O)c3cn(C)cn3)cc2C1=O	-11
95	COC(=O)c1ccccc1NC(=O)COc1ccc2ccccc2c1Br	4
96	CC(C)NC(=O)Nc1cccc2c1O[C@@H](CN(C)CC1CC1)[C@H](C)CN([C@@H](C)CO)C2=O	50
97	C[C@@H]1CN([C@H](C)CO)C(=O)CCCn2cc(nn2)CO[C@@H]1CN(C)S(=O)(=O)c1ccc(-n2cccn2)cc1	0
98	COCCOC(=O)N1C(=O)[C@@]2(c3cc(C#Cc4ccc(OC)cc4)ccc31)[C@H](C(=O)N1CCN(c3ncccn3)CC1)[C@H]1C(=O)O[C@H](c3ccccc3)[C@H](c3ccccc3)N1[C@@H]2c1ccc(OCCO)cc1	10
99	CCNc1c(N)c(=O)oc2ccccc12	10
100	Cc1cccc(C)c1OCC(O)CN1CCN(CCO)CC1 (stereo unspecified)	-8

# Screening data as filed in PubChem BioAssay.
